LYPLA1 inh: blocks human lysophospholipase 1, a PME1 counter-screen. O75608. recombinant LYPLA1, FP-Rh probe fluorescence polarization. inhibition, % at 5.9 µM. hit rate 0.16% among 320,000. AID 2174;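 active means inhibition above the mean of all tested compounds plus 3 SD, set per campaign, cut at about 14% in these data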;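 further: inhibitors block serine hydrolase probe labeling of LYPLA1 so polarization falls; 0% = enzyme with DMSO and 100% = wells lacking LYPLA1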
PAFAH1B3 inh: blocks human PAF acetylhydrolase 1B catalytic subunit 3 | Q15102 | recombinant PAFAH1B3, FP-rhodamine probe, fluorescence polarization | inhibition, % at 3.39 µM | hit rate 0.28% among 340,000 | AID 492972;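 active means inhibition above the screen-wide average of all tested compounds plus 3 SD, cut at about 25% in these data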;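 further: 0% = enzyme with DMSO only and 100% = wells lacking PAFAH1B3 protein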
PAFAH1B2 FP inh: blocks human PAF acetylhydrolase 1b catalytic subunit 2 | P68402 | recombinant PAFAH1B2, FP-rhodamine activity probe, fluorescence polarization | inhibition, % at 3.39 µM | hit rate 1.2% among 340,000;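 active means inhibition above the mean of all tested compounds plus 3 SD, cut at about 24% in these data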;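 further: 0% = enzyme with DMSO and 100% = wells lacking PAFAH1B2; many of its hits are not listed in these tables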
PAFAH2 FP inh: inhibitors of human PAFAH2. recombinant PAFAH2, FP-rhodamine activity probe, fluorescence polarization. inhibition, % at 3.39 µM. hit rate 0.99% among 340,000. AID 492956;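 active means inhibition above the mean over all tested compounds plus 3 SD, cut at about 30% in these data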;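 further: inhibitors block probe labeling of enzyme so polarization drops; 0% = enzyme with DMSO and 100% = wells lacking PAFAH2 protein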
PME-1 primary: blocks human protein phosphatase methylesterase 1 | inhibition, % at 5.9 µM | recombinant PME-1, FP-Rh probe fluorescence polarization | AID 2130 | Q9Y570 | hit rate 0.53% among 320,000;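 active means inhibition above the campaign mean of all compounds plus 3 SD, cut at about 26% in these data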;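 further: competitive labeling of PME-1 active site by serine hydrolase directed probe; 0% = PME-1 with DMSO and 100% = wells lacking PME-1 enzyme; inhibitors block probe labeling so polarization falls and inhibition rises; many of its hits are not listed in these tables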
Target sequence (Q9Y570 whole entry, looked up): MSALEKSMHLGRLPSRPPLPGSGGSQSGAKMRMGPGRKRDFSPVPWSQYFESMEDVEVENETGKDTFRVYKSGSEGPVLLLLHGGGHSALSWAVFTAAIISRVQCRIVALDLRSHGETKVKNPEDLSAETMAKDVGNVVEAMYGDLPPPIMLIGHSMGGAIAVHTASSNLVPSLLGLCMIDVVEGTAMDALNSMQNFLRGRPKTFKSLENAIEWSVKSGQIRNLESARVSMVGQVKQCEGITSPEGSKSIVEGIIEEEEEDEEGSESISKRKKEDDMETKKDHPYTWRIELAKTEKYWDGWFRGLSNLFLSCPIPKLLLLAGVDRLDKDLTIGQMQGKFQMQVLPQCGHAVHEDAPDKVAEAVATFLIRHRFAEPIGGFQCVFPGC
GSTO1 counter: counter-screen for RBBP9 inhibitors: inhibitors of human GSTO1; hit rate 1.1% among 300,000; AID 1974; recombinant GSTO1, activity-based probe fluorescence polarization; inhibition, % at 5.96 µM;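 active means inhibition above the campaign mean inhibition plus 3 SD, cut at about 35% in these data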;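 further: 0% = GSTO1-1 with DMSO and 100% = wells lacking GSTO1-1 enzyme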
Fam108B counter: blocks mouse Fam108B hydrolase in RBBP9 counter-screen. inhibition, % at 9.51 µM. hit rate 0.33% among 300,000. recombinant Fam108B, FP-Rh probe fluorescence polarization. AID 1947;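 active means inhibition above the screen mean inhibition plus 3 SD, computed separately per campaign, cut at about 18% in these data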;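 further: inhibitors lower polarization as less probe binds the enzyme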
PAD4 inh: blocks human protein arginine deiminase 4; Q9UM07; recombinant PAD4, RCA probe fluorescence polarization; inhibition, % at 6.36 µM; hit rate 0.41% among 330,000; AID 485272;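 active means percent inhibition above a cutoff equal to the mean of all tested compounds plus 3 SD, cut at about 15% in these data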;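 further: 0% = PAD4 with RCA probe and DMSO and 100% = probe without PAD4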
Target sequence (Q9UM07 whole entry, looked up): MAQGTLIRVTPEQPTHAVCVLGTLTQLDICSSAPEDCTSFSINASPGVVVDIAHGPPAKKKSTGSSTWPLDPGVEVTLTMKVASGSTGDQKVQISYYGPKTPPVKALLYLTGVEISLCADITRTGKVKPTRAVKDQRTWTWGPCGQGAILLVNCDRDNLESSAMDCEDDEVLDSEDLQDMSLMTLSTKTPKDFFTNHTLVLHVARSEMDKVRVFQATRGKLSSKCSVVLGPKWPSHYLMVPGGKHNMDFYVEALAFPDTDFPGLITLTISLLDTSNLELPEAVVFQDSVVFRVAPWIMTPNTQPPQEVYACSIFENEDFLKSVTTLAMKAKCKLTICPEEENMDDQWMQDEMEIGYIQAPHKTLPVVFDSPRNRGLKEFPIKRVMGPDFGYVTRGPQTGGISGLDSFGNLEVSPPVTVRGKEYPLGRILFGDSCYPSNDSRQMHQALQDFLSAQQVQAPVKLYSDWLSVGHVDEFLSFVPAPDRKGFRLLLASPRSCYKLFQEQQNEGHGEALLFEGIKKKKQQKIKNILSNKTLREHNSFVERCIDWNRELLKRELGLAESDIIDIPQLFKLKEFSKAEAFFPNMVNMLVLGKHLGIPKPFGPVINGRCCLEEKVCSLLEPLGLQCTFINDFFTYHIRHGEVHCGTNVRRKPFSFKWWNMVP
pPAFAH inh: pPAFAH (human) enzyme inhibition; hit rate 1.5% among 330,000; inhibition, % at 3.39 µM; recombinant pPAFAH, FP-rhodamine probe fluorescence polarization;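 active means inhibition above the mean inhibition across the screen plus 3 SD, cut at about 25% in these data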;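 further: inhibitors block binding of the rhodamine activity-based probe so polarization drops; 0% = enzyme with DMSO and 100% = wells lacking pPAFAH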
Numbers without * were called inactive; . = no result given. Some of the compounds tested; count on the stated rates, not on these rows.

smiles	LYPLA1 inh	PAFAH1B3 inh	PAFAH1B2 FP inh	PAFAH2 FP inh	PME-1 primary	GSTO1 counter	Fam108B counter	PAD4 inh	pPAFAH inh
COc1ccc(C(C(=O)NC2CCCC2)N(CCCO)C(=O)c2snc(C(N)=O)c2N)cc1 (centres undefined)	1	4	5	1	-2	-7	8	7	-2
CCCS(=O)(=O)NCCc1cc2ccc(OC)cc2[nH]c1=O	1	2	1	-6	-4	-1	0	1	2
O=C(Nc1ccc(Br)cc1)N1CCCCC1	4	13	3	-2	3	23	3	-7	3
CCCC(=O)Nc1c(C(=O)OCC)oc2ccccc12	0	9	0	-1	-5	6	-1	-1	7
CN1c2ccsc2C(O)=C(C(=O)Nc2ccccc2)S1(=O)=O	0	9	4	-7	-3	-30	-3	-1	-2
COc1ccccc1/C=N/NC(=O)CN(C1=NS(=O)(=O)c2ccccc21)c1ccccc1	-7	1	2	5	14	-3	-2	1	2
CCCN(CC(=O)Nc1ccccc1C)C(=O)COc1c(Cl)cccc1Cl	1	2	5	9	2	9	3	3	0
C/C(CCc1ccc2c(c1)OCO2)=N\N=C(/N)SC1CC(=O)N(c2ccc(Cl)cc2)C1=O (centres undefined)	-5	9	8	6	-1	-2	-2	-3	9
COc1ccc(C(=O)/C(=C/c2cccs2)c2nc3ccccc3o2)cc1	-2	-4	-4	-8	-3	1	-8	6	3
CCC(CC)C(=O)NCc1ccccc1OC	2	3	1	0	-2	3	0	5	5
CC(=O)C1=C(O)C(=O)N(Cc2cccnc2)C1c1ccc(Cl)cc1 (centres undefined)	0	8	12	-1	-1	0	-3	-3	5
C=CC[C@@H]1C=C(C)C[C@H](C)C[C@H](OC)[C@H]2O[C@@](O)(C(=O)C(=O)N3CCCC[C@H]3C(=O)O[C@H](/C(C)=C/[C@@H]3CC[C@@H](O)[C@H](OC)C3)[C@H](C)[C@@H](O)CC1=O)[C@H](C)C[C@@H]2OC	0	.	.	.	-7	9	-4	-6	3
O=C1N/C(=C\c2ccc(O)cc2)C(=O)c2ccccc21	0	33*	10	3	15	75*	9	30*	3
CCCc1nnc(NC(=O)Cn2c(=O)oc3cc(Br)ccc32)s1	-1	6	-23	2	-5	-2	-4	0	-3
COc1ccc(C2(C)NC(=O)N(CC(=O)NC(C)c3ccc(CC(C)C)cc3)C2=O)cc1 (centres undefined)	4	9	5	5	-1	-4	2	2	1
CCOC(=O)[C@@H]1[C@H]2COc3ccc(Br)cc3[C@H]2N2C(=O)N(c3cccc(F)c3)C(=O)[C@]12C	-6	1	-4	-5	-2	3	-2	-1	2
COc1ccc(CCN2C(=O)CC(NCCc3ccc(S(N)(=O)=O)cc3)C2=O)cc1OC (centres undefined)	-1	10	3	2	-4	1	3	1	4
COc1ccc(NC(=O)CSc2nnc3ccc(-c4ccncc4)nn23)cc1	3	2	-3	1	-8	-5	1	-7	1
CCOC(=O)c1sc2ncn(/N=C/N(C)C)c(=O)c2c1C	-2	0	0	1	2	3	1	-1	5
CCC(=O)OCC(=O)c1cc(C)n(-c2ccc(Br)cc2)c1C	1	4	3	2	4	16	-1	2	7

Single values from the entries so far:
`CCCc1nnc(NC(=O)Cn2c(=O)oc3cc(Br)ccc32)s1` @ PAFAH2 FP inh: 2
`CCC(CC)C(=O)NCc1ccccc1OC` @ PME-1 primary: -2
`CCCS(=O)(=O)NCCc1cc2ccc(OC)cc2[nH]c1=O` @ PAFAH1B3 inh: 2

Additional entries:
smiles	LYPLA1 inh	PAFAH1B3 inh	PAFAH1B2 FP inh	PAFAH2 FP inh	PME-1 primary	GSTO1 counter	Fam108B counter	PAD4 inh	pPAFAH inh
COc1cc(/C=N/NC(=O)c2ccccc2)ccc1OS(=O)(=O)c1ccccc1	-15	-1	0	-10	-9	-19	-8	-2	3
Cc1cc(C(=O)COC(=O)c2ccc(CO)cc2)c(C)n1CC1COc2ccccc2O1 (centres undefined)	4	-2	-6	17	-3	-1	-1	1	7
COc1ccc2nc(NC(=O)CSc3nc(C)cc(C)n3)sc2c1	-2	1	5	0	-14	9	4	0	-4
Cn1c(SCC(=O)N/N=C/c2cccs2)nc2ccccc21	-2	6	4	-1	-3	5	4	4	5
Cn1c(=O)n(C)c2cc(S(=O)(=O)NCc3ccco3)ccc21	-3	5	2	6	-2	10	-2	0	-9
Cc1ccc(-c2cc(C(=O)N3CCCc4ccccc43)c3ccccc3n2)cc1	-5	1	-2	-4	-5	4	-8	4	-6
COCCn1c(Cc2ccccc2)nnc1SCC(=O)Nc1cc(C)on1	-1	4	5	-1	6	-3	1	1	2
Cn1c(SCC(=O)Nc2nccs2)nnc1-c1ccncc1	-2	2	0	10	2	-1	0	1	2
COc1cc(C(=O)NC(=S)NC(C)C)cc(OC)c1OC	2	9	4	0	-3	-3	0	0	-1
O=C(OCCN1CCOCC1)c1ccccc1	3	2	0	2	0	0	1	3	4
NC(=S)n1[nH]c(-c2ccc([N+](=O)[O-])cc2)c(N=Nc2ccc(O)cc2)c1=O	2	11	7	11	-5	32	11	-30	32*
CC(C)(C)c1ccc(-c2nnc3sc(-c4ccncc4)nn23)cc1	1	0	4	1	-7	1	-7	-2	-2
CCCn1c(SCC(=O)Nc2nc(C)cs2)nnc1-c1cccnc1	3	4	-2	-3	-1	1	-1	1	3
CN(C)Cc1ccccc1Sc1ccccc1Br	2	-8	-2	-9	10	11	1	0	0
COC(=O)c1oc2ccccc2c1N	-7	15	4	-5	0	-1	-1	-3	-2
CC(C)CCC(C(=O)NC(C)c1ccccc1)C(=O)NC(C)c1ccccc1 (centres undefined)	-2	-6	2	3	-4	-7	0	-1	7
O=C(Nc1nc2ccccc2[nH]1)c1ccc(Cl)cc1	2	14	3	-3	-6	2	-5	-2	2
COc1cc(C(=O)OCCn2c(=O)c3c(ncn3CCN(C)C)n(C)c2=O)cc(OC)c1OC	-2	14	3	11	0	3	-1	0	0
CC(NCC(=O)Nc1ccccc1C(=O)NC1CC1)c1ccc(S(N)(=O)=O)cc1 (centres undefined)	0	-1	5	7	3	.	.	-5	7
Cc1ccc(S(=O)(=O)c2c(N)n(Cc3ccco3)c3nc4ccccc4nc23)cc1	-16	2	4	-3	-8	-17	-8	-22	0
Cc1cccc(NC(=O)c2cc(-c3cc(Cl)ccc3O)n[nH]2)c1	-3	4	1	-4	-14	4	-1	-6	2
O=C(Nc1ccccc1)Nc1ccc(F)c([N+](=O)[O-])c1	-5	7	4	-1	11	1	0	-4	4
COCCOC(=O)c1c(C)nc(SCC(=O)Nc2ccc(OC)cc2)c(C#N)c1-c1ccco1	-1	5	-3	1	-2	-3	3	5	27*
O=C(Nc1ccc(C(F)(F)F)cc1)c1ccc(NC(=O)C2CCCO2)cc1 (centres undefined)	-2	7	2	-6	-3	2	-2	-5	14
COc1ccc(CCNc2nc(C)cc(C)c2C#N)cc1OC	-6	7	0	-1	-7	-2	-2	-8	5
CN1C[C@@H]2C[C@@H](C3=Cc4cc(Cl)ccc4OC3)N3CCC[C@@]23C1=O	-3	4	3	0	-4	-4	1	5	0
O=C(Nc1ccccc1)c1ccc(S(=O)(=O)N2CCCCC2)cc1	1	2	0	0	3	0	-1	-6	-5
Cn1c(SCC(=O)NNC(=O)Nc2ccc(Cl)cc2)nnc1-c1ccccc1	2	.	.	.	3	4	-2	2	2
COc1ccc(C(C)NC(=S)NC2CCCC2)cc1OC (centres undefined)	-3	-1	1	2	-3	0	-2	4	2
O=C(NN=Cc1ccccc1C(=O)O)c1ccc(NS(=O)(=O)c2cccs2)cc1	.	3	5	0	.	.	.	-4	9
CC(C)C(=O)N(Nc1nc2ccccc2s1)C(=O)C(C)C	-1	4	-7	-6	-3	0	-5	2	4
Brc1ccc2ncnc(Nc3ccc(N4CCOCC4)cc3)c2c1	3	11	5	-3	13	1	2	-9	9
Cc1ccc(NC(=O)COC(=O)Cn2ccc(C(F)(F)F)n2)cc1Cl	0	2	1	-7	-2	.	.	-1	0
CCOP(=O)(CC(C(C)=O)C(O)c1ccccc1)OCC (centres undefined)	1	-2	-1	4	0	-4	0	-3	4
COC(C)(C)[C@@H](O)COc1c2ccoc2cc2oc(=O)ccc12	-6	20	4	7	-2	.	.	-4	3
COc1ccccc1CNC(=O)C1CC2Cn3c(nc4cc5ccccc5cc43)C2N1C (centres undefined)	-1	5	4	-4	5	13	-4	-1	5
O=C(COC(=O)c1ccc(=O)[nH]c1)Nc1cccc(S(=O)(=O)N2CCOCC2)c1	2	-3	-3	66*	0	-8	2	0	0
COc1cc2c(cc1OC)C(c1cccc(OC)c1OC)CC(=O)N2 (centres undefined)	0	-5	11	-3	8	3	1	-3	4
Cc1cc(Cl)cc(Br)c1OCCNCC(C)O (centres undefined)	1	-5	7	3	4	7	-1	0	1
Cc1ccc(N2CC(C(=O)OCC(=O)C(C)(C)C)CC2=O)cc1 (centres undefined)	0	4	-1	-3	5	0	-1	-2	3
COc1ccccc1NS(=O)(=O)c1cn(C)cn1	-3	1	3	1	0	3	0	3	4
CCOc1ccc(OCCC(=O)OCC(=O)NC2CC2)cc1	3	6	2	-1	-1	11	-1	2	11
CC(C)N1CCN(CC2COc3ccccc3O2)CC1 (centres undefined)	-3	6	4	2	3	3	-4	2	-2
Cc1ccc(S(=O)(=O)N(C)C)cc1NC(=O)C1CCCC1	0	2	1	0	3	-2	-2	-5	0
Cc1ccc(C(=O)n2nc(-c3cccnc3)nc2N)cc1	-3	-5	6	15	-2	0	-1	-3	1
CC(=S)/C=C1\Sc2ccccc2N1C	0	-4	-5	0	-7	-7	-3	-3	0
O=C(Nc1ccc(Cl)cn1)c1cc2ccccc2o1	-2	-6	7	10	-13	-10	-4	-11	-10
CCOC(=O)CNC(c1ccccc1)c1cc(Br)ccc1NC(C)=O (centres undefined)	-1	5	2	1	1	-3	4	3	0
Cc1cc(C(=O)Nc2ccc(S(=O)(=O)Nc3nccs3)cc2)c(C)o1	0	0	6	0	-2	-9	-3	4	2
COC(=O)c1ccc(C)c(NC(=O)COC(=O)C2CC3CCCC(C2)C3=O)c1 (centres undefined)	0	6	4	9	3	6	-2	-1	2
CC(=O)NCCn1c(C)cc2ccccc21	4	7	8	-4	-5	7	6	10	2
O=C(c1cccs1)N1CCCC(c2nc3c(nnn3Cc3ccccc3)c(=O)[nH]2)C1 (centres undefined)	1	3	1	3	20	16	5	-6	0
S=C(NC1CCCCC1)N1CCn2cccc2C1c1ccncc1 (centres undefined)	0	1	3	3	2	8	-1	-2	3
COc1ccc(-c2cc(C)no2)cc1S(=O)(=O)N1CCCCC1	-3	-1	1	4	0	-48	2	-2	-2
COc1ccc(NC(=O)CN(c2ccc(OC)cc2)S(=O)(=O)c2c(C)nn(C)c2C)cc1	-3	-2	5	8	-3	8	-2	5	-2
CCCCNC(=O)NCC(=O)Nc1ccc(F)c(F)c1	4	0	4	-1	3	11	0	-1	5
